LANA DNA inh = inhibitors of KSHV C-LANA binding to DNA, primary screen, biochemical, fluorescence polarization, FAM-LBS DNA, MBP-C-LANA, single point | AID 504423, 2011 | inhibition, % at 9 µM | 0.078% of 340,000 active | Kaposi's sarcoma herpesvirus LANA C-terminal domain (residues 932-1162) DNA binding;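 active = highest replicate inhibition at or above 60% at 9 µM, even if other replicates fall short; inactive = all replicates below 60% inhibition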;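 also: 0% = neutral control wells and 100% = 4 µM acridine orange control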
PKA-R2B activ = activators of PKA-R2B holoenzyme, primary screen, biochemical, fluorescence polarization, Cy5-IP20, human; PKA-R2B holoenzyme dissociation; R2B truncated from residue 108, S112A mutant; 0% DMSO only, 100% 113 µM cGMP; activation, % at 11.4 µM; 0.079% of 340,000 active; AID 504700, 2011;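 active = activation above a cutoff set at the mean over all compounds plus 3 SD, cut at about 18% in these data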;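 also: higher means more holoenzyme dissociation and a rise in polarization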
CAL PDZ FP-1 = CAL PDZ peptide-binding inhibitors, primary screen, biochemical, fluorescence polarization, Cer-tagged CAL PDZ, HTS; inhibition, % at 20 µM; purified CAL PDZ, TMR-peptide fluorescence polarization, 1 h; 0.02% of 330,000 active; AID 504414, 2011; Golgi-associated PDZ and coiled-coil motif-containing protein (Homo sapiens), Q9HD26;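 active = highest replicate inhibition of at least 40%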;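 also: plate controls were DMSO neutral control wells for no effect and unlabeled competitor peptide control wells for full effect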
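System: purified tagged CAL PDZ domain construct (CerCALP). Schedule: 1 h incubation at room temperature before polarization reading. Medium: 25 mM sodium phosphate pH 7.4, 150 mM NaCl, TCEP, IgG, Thesit. Read-out: percent inhibition from loss of millipolarization. Measured by: FP readout, S and P plane fluorescence. Probe or stimulus: fluorescent TMR peptide probe.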
CAL PDZ FP-2 = untagged CAL PDZ binding inhibitors, primary screen, biochemical, fluorescence polarization, HTS; Golgi-associated PDZ and coiled-coil motif-containing protein (Homo sapiens), Q9HD26; purified CAL PDZ, TMR-peptide fluorescence polarization, 1 h; inhibition, % at 24.9 µM; 0.92% of 300,000 active; AID 602252, 2012;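 active = mean inhibition of at least 30% with at least half of replicates also reaching 30%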;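 also: 0% = DMSO neutral control and 100% = excess unlabeled competitor peptide PRC23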
Cardiac RTF inh = cardiac RTF calcium sensitivity inhibitors, primary screen, biochemical, IANBD-TnC fluorescence, EC70 calcium. Troponin I, cardiac muscle (Homo sapiens) + Troponin T, cardiac muscle (Homo sapiens) + …. IANBD-labeled cardiac RTF, Ca2+ fluorescence. inhibition, % at 7.15 µM. 0.12% of 340,000 active;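 active = inhibition above the mean inhibition of all tested compounds plus 3 SD, cut at about 17% in these data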;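 also: assay run at fixed EC70 calcium of 1.6 mM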
DAGLB inhibitor = DAGLB lipase inhibitors, primary screen, biochemical, fluorescence, HTS | Diacylglycerol lipase-beta (Homo sapiens), Q8NCG7 | HEK293T DAGLB membrane lysate, EnzChek fluorogenic substrate | inhibition, % at 5.17 µM | 0.059% of 340,000 active | AID 504411, 2011; in the data active = inhibition above about 34%;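 also: 0% = enzyme with vehicle and 100% = wells lacking enzyme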
SR-BI DiI-HDL act = activators of SR-BI mediated DiI-HDL uptake, primary screen, ldlA[mSR-BI] CHO cells, DiI fluorescence. 3 h; 100 = double the neutral-control signal. activation, % at 12.5 µM. 0.096% of 320,000 active;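 active = mean replicate activation of at least 60% and every replicate at or above 60%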;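 also: 0% = median plate neutral-control signal and 100% = twice that signal; values of inactives mirror those of a sister screen read the other way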
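system = CHO ldlA[mSR-BI] cells, LDL receptor-null, SR-BI overexpressing | medium = Ham's F12 with 0.5% BSA, HEPES 25 mM, pH 7.4 | probe or stimulus = DiI-HDL 10 µg/mL | compound dosing = single-point compound dose | incubation = compound exposure 3 h, 37 °C | technique = DiI fluorescence, bottom read | read-out = cell-associated DiI fluorescence as measure of HDL uptake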
Keap1-Nrf2 PPI = Keap1-Nrf2 protein-protein interaction inhibitors, primary screen, biochemical, fluorescence polarization, single point | inhibition, % at 9.4 µM | Kelch-like ECH-associated protein 1 (Homo sapiens), Q14145 | Keap1 Kelch-Nrf2 peptide fluorescence polarization, 1536-well | 0.15% of 340,000 active; in the data active = inhibition above about 12%;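 also: human Keap1 Kelch domain with fluorescein labeled Nrf2 9mer peptide probe; 0% = neutral control wells and 100% = peptide positive control; higher means more block of Keap1 binding to Nrf2 peptide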
Target sequence (Q14145 whole entry, looked up, the tested form may be a part): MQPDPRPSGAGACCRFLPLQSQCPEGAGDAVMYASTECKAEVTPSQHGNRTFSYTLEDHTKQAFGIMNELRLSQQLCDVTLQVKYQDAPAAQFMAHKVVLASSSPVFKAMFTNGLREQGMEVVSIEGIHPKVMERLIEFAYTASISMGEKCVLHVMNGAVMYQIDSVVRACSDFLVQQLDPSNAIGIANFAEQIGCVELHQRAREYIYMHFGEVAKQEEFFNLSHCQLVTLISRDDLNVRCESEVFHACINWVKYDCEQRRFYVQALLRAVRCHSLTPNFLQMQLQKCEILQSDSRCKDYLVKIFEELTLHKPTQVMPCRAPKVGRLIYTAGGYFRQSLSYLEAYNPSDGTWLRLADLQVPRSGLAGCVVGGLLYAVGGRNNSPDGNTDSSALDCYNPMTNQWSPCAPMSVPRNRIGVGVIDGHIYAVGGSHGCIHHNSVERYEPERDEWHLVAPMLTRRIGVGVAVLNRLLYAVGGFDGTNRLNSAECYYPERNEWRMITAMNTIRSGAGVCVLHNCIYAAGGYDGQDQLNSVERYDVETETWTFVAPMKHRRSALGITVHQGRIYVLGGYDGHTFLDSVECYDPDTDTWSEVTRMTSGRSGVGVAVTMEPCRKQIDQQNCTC
cardiac RTF act = cardiac RTF calcium sensitivity activators, primary screen, biochemical, IANBD-TnC fluorescence, EC20 calcium; Troponin I, cardiac muscle (Homo sapiens) + Troponin T, cardiac muscle (Homo sapiens) + …; IANBD-labeled TnC RTF fluorescence at EC20 calcium; 0% EC20 calcium, 100% full calcium; activation, % at 7.2 µM; 0.24% of 340,000 active;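 active = activation above the mean over all tested compounds plus 3 SD, cut at about 30% in these data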;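 also: rise in fluorescence read as greater calcium sensitivity of cardiac thin filaments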
Rtt109 HAT inh = inhibitors of C. albicans Rtt109/Vps75 HAT, primary screen, biochemical, ThioGlo CoA-SH fluorescence, plate reader; Histone acetyltransferase RTT109 (Candida albicans (strain SC5314 / ATCC MYA-2876)), …; purified Rtt109/Vps75, 4 h; 0.16% of 330,000 active; inhibition, % at 34.9 µM;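 active = inhibition of at least 50% in every replicate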
* = called active by the depositor; x = no result given.

LANA DNA inh,PKA-R2B activ,CAL PDZ FP-1,CAL PDZ FP-2,Cardiac RTF inh,DAGLB inhibitor,SR-BI DiI-HDL act,Keap1-Nrf2 PPI,cardiac RTF act,Rtt109 HAT inh,smiles
4.1,3,0.0,-3,3,4,-4,5,5,-8,CCOC(=O)[C@H](CCc1ccccc1)N[C@H]1CCc2ccccc2N(CC(=O)O)C1=O
-1.1,8,-0.7,0,0,3,-3,-1,5,1,O=C(CCCN1CCN(c2ccccn2)CC1)c1ccc(F)cc1
0.5,-1,-0.9,-3,-10,6,x,3,-6,-4,Cc1cccc(C)c1NC(=O)COC(=O)c1cc(S(=O)(=O)Nc2ccc(Cl)cc2)ccc1O
-0.4,7,-1.4,-7,3,-2,9,2,-1,18,Cc1ccc(NC(=O)CSc2ccc(-c3cccnc3)nn2)c(C)c1
-0.4,-1,2.3,2,-9,0,x,1,-2,-7,O=C(Cn1ccc([N+](=O)[O-])n1)N1CCCCC1
-0.4,-3,0.0,-4,-5,1,18,2,1,4,Cc1nc2ncnn2c(N2CCCC(C(=O)Nc3ccccc3Br)C2)c1C (stereo not drawn)
-0.4,-12,-2.9,-4,-15,1,1,-3,0,6,O=C(CN1CCOCC1)Nc1ncc(Cc2cccc(Cl)c2)s1
-0.8,7,-0.7,-3,-8,-6,-42,1,0,-2,CC(C)C(=O)Nc1cccc(NC(=S)NC(=O)c2ccc(Cl)cc2)c1
-0.2,-12,0.3,3,-21,-1,6,2,-5,12,COc1ccc(OC)c(Cc2nnc(CCC(=O)NC3CCCC3)o2)c1
-0.7,-5,-2.3,-1,-1,0,-6,-2,-2,-6,COc1ccccc1N1CCN(CC(O)COc2ccc3c(C)cc(=O)oc3c2)CC1 (stereo not drawn)
0.9,-12,-2.3,0,1,0,5,-5,8,x,O=C(NCC(c1cccs1)N1CCOCC1)c1cc([N+](=O)[O-])cc([N+](=O)[O-])c1 (stereo not drawn)
-0.3,3,0.2,-2,-7,-1,14,-6,1,-4,CCCn1c(=S)[nH]c2cc(C(=O)N3CCN(C(=O)OCC)CC3)ccc2c1=O
1.2,-1,0.7,-3,4,-2,3,-3,-2,-4,COc1ccc(NC(=O)COC(=O)CCc2nc3ccccc3c(=O)[nH]2)cc1Cl
0.0,3,-1.2,-1,6,1,22,1,-6,x,O=C(Nc1ccc(F)cc1)C1CCCO1 (stereo not drawn)
-1.3,8,-0.4,2,-5,-1,39,1,-3,4,C=CCNCc1cccn1-c1sc2c(c1C#N)CCCC2

Profiles from above. Order of screens: LANA DNA inh | PKA-R2B activ | CAL PDZ FP-1 | CAL PDZ FP-2 | Cardiac RTF inh | DAGLB inhibitor | SR-BI DiI-HDL act | Keap1-Nrf2 PPI | cardiac RTF act | Rtt109 HAT inh
Entry for COc1ccc(OC)c(Cc2nnc(CCC(=O)NC3CCCC3)o2)c1 = -0.2 | -12 | 0.3 | 3 | -21 | -1 | 6 | 2 | -5 | 12
Entry for C=CCNCc1cccn1-c1sc2c(c1C#N)CCCC2 = -1.3 | 8 | -0.4 | 2 | -5 | -1 | 39 | 1 | -3 | 4
Entry for Cc1nc2ncnn2c(N2CCCC(C(=O)Nc3ccccc3Br)C2)c1C (stereo not drawn) = -0.4 | -3 | 0.0 | -4 | -5 | 1 | 18 | 2 | 1 | 4
Entry for COc1ccc(NC(=O)COC(=O)CCc2nc3ccccc3c(=O)[nH]2)cc1Cl = 1.2 | -1 | 0.7 | -3 | 4 | -2 | 3 | -3 | -2 | -4
Entry for O=C(NCC(c1cccs1)N1CCOCC1)c1cc([N+](=O)[O-])cc([N+](=O)[O-])c1 (stereo not drawn) = 0.9 | -12 | -2.3 | 0 | 1 | 0 | 5 | -5 | 8 | x

(cont.)
LANA DNA inh,PKA-R2B activ,CAL PDZ FP-1,CAL PDZ FP-2,Cardiac RTF inh,DAGLB inhibitor,SR-BI DiI-HDL act,Keap1-Nrf2 PPI,cardiac RTF act,Rtt109 HAT inh,smiles
0.4,5,-0.3,-6,-6,1,-7,1,3,-3,Cc1nnc(NC(=O)CSc2nc(C(C)C)nc3sc(C)c(C)c23)s1
1.7,6,x,-9,-10,-2,-3,-2,-3,0,O=C(CNCC(=O)Nc1ccc(F)c(F)c1F)Nc1ccc(F)c(F)c1F
-3.2,4,17,75*,-11,-2,25,0,0,-3,COC(=O)CNc1cccc(C(F)(F)F)c1
0.7,-14,-3.2,0,-8,-5,9,-2,1,-2,O=C(Cc1ccc(Br)cc1)N(Cc1ccccc1)c1ccccn1
-0.6,2,-1.1,2,-5,-3,7,-2,5,3,COc1ccc2c(c1)O[C@H]1c3ccc(O)cc3OC[C@@H]21
-3.5,-1,0.8,-1,-4,-2,1,-4,0,2,CCC(=O)c1ccc2c(c1)OCCO2

Gathered by group, those above with an aryl methoxy group (four)
LANA DNA inh,PKA-R2B activ,CAL PDZ FP-1,CAL PDZ FP-2,Cardiac RTF inh,DAGLB inhibitor,SR-BI DiI-HDL act,Keap1-Nrf2 PPI,cardiac RTF act,Rtt109 HAT inh,smiles
-0.2,-12,0.3,3,-21,-1,6,2,-5,12,COc1ccc(OC)c(Cc2nnc(CCC(=O)NC3CCCC3)o2)c1
-0.7,-5,-2.3,-1,-1,0,-6,-2,-2,-6,COc1ccccc1N1CCN(CC(O)COc2ccc3c(C)cc(=O)oc3c2)CC1 (stereo not drawn)
1.2,-1,0.7,-3,4,-2,3,-3,-2,-4,COc1ccc(NC(=O)COC(=O)CCc2nc3ccccc3c(=O)[nH]2)cc1Cl
-0.6,2,-1.1,2,-5,-3,7,-2,5,3,COc1ccc2c(c1)O[C@H]1c3ccc(O)cc3OC[C@@H]21

From PubChem BioAssay
